Assay outcomes from PubChem.
HCV inhibitor = blocks hepatitis C virus | Huh7.5.1 HCVcc-Cre infection, luciferase reporter, 44 h | 340,000 compounds, 3.4% hits | Potency, µM (highest dose often 41.8 µM), without a hit: top-dose activity change, negative = inhibition, hits mostly inhibitors; also: potency is read from the fitted curve at half-maximal effect
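Infectious HCVcc-Cre (~0.5 moi) was added to cells just after compound, with cells seeded 4 h earlier at 1,000 per well. Luciferase activity after 44 h culture reported infection; substrate was incubated 15 min at room temperature before reading.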
HCMV antiviral = inhibitors of human cytomegalovirus | activity change, negative = inhibition, % at 57.5 µM | HFF cells, HCMV-luciferase reporter, 72 h; hits give low values | 410,000 compounds, 4.5% hits; in the data active = activity change below about -60%; inconclusive = no clear call, values can overlap the other calls; inactive = above about -39%
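Two-dose cell screen: HFF monolayers treated with compounds and infected with luciferase-expressing HCMV at 1 PFU/cell, 72 h at 37C, then lysed for luciferase measurement.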
FBPA Giardia inh = blocks Giardia fructose-bisphosphate aldolase activity | 290,000 compounds, 0.71% hits | purified Giardia FBPA | A8B2U2 | Potency, µM (titrated, usually from 59.6 µM), without a hit: at the top dose activity, negative = inhibition, hits mostly inhibitors | AID 2451; also: potency is read from the fitted curve at half-maximal effect; nearly all actives have a fitted effect of over 55% in size
Target sequence (A8B2U2 whole entry, looked up): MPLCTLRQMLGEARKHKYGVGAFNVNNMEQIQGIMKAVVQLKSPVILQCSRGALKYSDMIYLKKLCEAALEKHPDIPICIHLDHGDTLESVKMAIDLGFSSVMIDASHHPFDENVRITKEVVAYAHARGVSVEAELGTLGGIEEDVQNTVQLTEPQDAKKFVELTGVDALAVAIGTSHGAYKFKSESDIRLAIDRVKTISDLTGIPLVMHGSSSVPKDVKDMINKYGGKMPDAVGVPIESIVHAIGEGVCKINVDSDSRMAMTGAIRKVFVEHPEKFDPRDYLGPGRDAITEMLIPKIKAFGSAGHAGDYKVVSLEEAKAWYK
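40 nM FBPA preincubated 10 min at RT with compound (up to 57.5 uM final), then substrate plus GAPDH/TPI/NAD/arsenate coupling and diaphorase/resazurin added. Fluorescence read after 20 min at RT, 525/598 nm.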
Sm TGR block = S. mansoni TGR enzyme inhibition. 360,000 compounds, 3% hits. purified TGR, DTNB reduction, TNB absorbance 405 nm. Potency, µM (top dose mostly 114 µM), for inactives: top-dose activity change, negative = inhibition, hits mostly inhibitors; also: potency is read from the fitted curve at half-maximal effect; nearly all actives have a fitted effect of over 60% in size
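Kinetic colorimetric format: TGR-catalysed, NADPH-driven DTNB reduction monitored via TNB absorbance. Enzyme dispensed at 20 nM; compound exposure 15 min at room temperature before reaction start.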
AmpC no deterg = blocks E. coli AmpC beta-lactamase in detergent-free assay; AmpC nitrocefin hydrolysis, absorbance 480 nm, 0.0001% Triton; 330,000 compounds, 0.52% hits; Potency, µM (highest dose often 57.1 µM), without a hit: at the top dose activity change, negative = inhibition, most hits filed as inhibitors; AID 485341; P00811;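 also: potency is read from the fitted curve at half-maximal effect; plate controls were no compound for no effect and no enzyme for full effect; nearly all actives have a fitted effect of over 20% in size; some results filed as inactive show a strong effect at the top dose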
Target sequence (P00811 whole entry, looked up): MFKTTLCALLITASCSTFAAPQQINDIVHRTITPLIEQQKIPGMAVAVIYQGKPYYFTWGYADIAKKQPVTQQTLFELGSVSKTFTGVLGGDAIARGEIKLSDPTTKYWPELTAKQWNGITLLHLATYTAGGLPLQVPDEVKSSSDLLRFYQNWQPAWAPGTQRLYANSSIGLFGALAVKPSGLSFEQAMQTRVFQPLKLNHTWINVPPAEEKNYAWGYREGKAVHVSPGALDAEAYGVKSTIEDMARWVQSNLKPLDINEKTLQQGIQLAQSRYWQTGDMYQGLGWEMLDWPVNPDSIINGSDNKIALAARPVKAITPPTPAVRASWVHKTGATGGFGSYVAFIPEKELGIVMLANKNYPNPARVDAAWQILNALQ
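AmpC (5.3 nM in the dispensed reagent) in 20 mM phosphate pH 7.0 with 0.01% (detergent screen) or 0.0001% Triton X-100 was preincubated with compounds for 15 min at room temperature. Nitrocefin was then added from an 800 uM solution, and hydrolysis was followed at 480 nm.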
AmpC inh detg = blocks E. coli AmpC beta-lactamase in detergent assay | P00811 | AmpC hydrolysis of nitrocefin, absorbance 480 nm, 0.01% Triton | Potency, µM (top dose mostly 114 µM), inactives show top-dose activity change, negative = inhibition, hits mostly inhibitors | 370,000 compounds, 0.041% hits;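 also: potency is read from the fitted curve at half-maximal effect; 0% = no-compound wells and -100% = no-enzyme wells; nearly all actives have a fitted effect of over 25% in size; some results filed as inactive show a strong effect at the top dose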
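20 mM phosphate pH 7.0 + 0.01% (detergent screen) or 0.0001% Triton X-100; 5.3 nM AmpC reagent; cpd preinc 15 min RT; nitrocefin (800 uM stock) to start; A480 q20 s × 4 min; Activity was normalised to no-enzyme and no-compound control wells.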
An asterisk follows results filed as active; ? = inconclusive; . = not tested or not shown; & = joins results of further samples; [ ] = another dose, or the depositor's remark. Unless noted, calls follow the shape of the dose curve; as a rule, active = well fitted curve in the direction sought with a large enough effect; inconclusive = small, poorly fitted or top-dose-only effect, or another doubt; inactive = no such curve, though single readings can be large; an effect the other way counts as inactive or inconclusive. Unless noted, % is scaled to controls: 0 for no effect and ±100 for the full control effect.

A first look, 4 compounds:
SMILES	HCV inhibitor	HCMV antiviral	FBPA Giardia inh	Sm TGR block	AmpC no deterg	AmpC inh detg
O=C(CCNS(=O)(=O)c1ccc(Br)cc1)NCc1ccc2c(c1)OCO2	9%	14	-2%	4%	-25%	-4%
C[C@@H]1CN([C@H](C)CO)C(=O)c2cccc(NC(=O)c3ccncc3)c2O[C@@H]1CN(C)Cc1ccc(C(=O)O)cc1	26%	25	.	.	-8%	.
COc1cccc(CN2CCN(Cc3cccc4c3OCO4)CC2CCO)c1 (configuration not stated)	5%	-17	-7%	1%	-9%	-5%
CCn1c(CCn2ccnc2C)n[nH]c1=S	4%	34	-22%	0%	-13%	4%

The whole of this part, previewed entries included:
SMILES	HCV inhibitor	HCMV antiviral	FBPA Giardia inh	Sm TGR block	AmpC no deterg	AmpC inh detg
O=C(CCNS(=O)(=O)c1ccc(Br)cc1)NCc1ccc2c(c1)OCO2	9%	14	-2%	4%	-25%	-4%
C[C@@H]1CN([C@H](C)CO)C(=O)c2cccc(NC(=O)c3ccncc3)c2O[C@@H]1CN(C)Cc1ccc(C(=O)O)cc1	26%	25	.	.	-8%	.
COc1cccc(CN2CCN(Cc3cccc4c3OCO4)CC2CCO)c1 (configuration not stated)	5%	-17	-7%	1%	-9%	-5%
CCn1c(CCn2ccnc2C)n[nH]c1=S	4%	34	-22%	0%	-13%	4%
COc1ccc(CNC(=O)CC2C[C@H](C(=O)N3CCOCC3)[C@@]3(CCC4CCCC4)c4[nH]c5ccccc5c4CCN3C2=O)cc1OC (some centres not stated)	7.9µM*	-31	.	.	56%[activator]	.
CC1(C)CC(NC(=O)Cc2ccccc2[N+](=O)[O-])CC(C)(C)N1	3%	-9	-2%	3%	-30%	-11%
COc1ccccc1NC(=O)Nc1ccnn1C1CCN(C(=O)c2cscn2)CC1	?	-15	.	-3%	3%	1%
CC(=O)O[C@]1(C(C)=O)CC[C@H]2[C@@H]3C[C@H](C)C4=CC(=O)CC[C@]4(C)[C@H]3CC[C@@]21C	?	56&20	-7%	-4%&2%	151%&152%[activator]	-1%&-11%
Cc1cc(NS(=O)(=O)c2ccc(NC(=O)/C=C/c3ccccc3Cl)cc2)no1	8%	27	2%	-26%	-48%	-5%
Cc1nc2nc(C)c(NS(=O)(=O)c3ccc4c(c3)CCCC4)c(=O)n2[nH]1	-8%	10	-12%	-3%	-16%	-18%
COc1ccc(C(=O)NCCc2c[nH]c3ccccc23)cc1	-22%	37	6%	0%	-24%	1%
O=C(CNC(=O)Cc1ccc(Cl)cc1)NCc1ccco1	18%	-34	5%	-12%	-1%[2.29 µM]	-6%
Cc1ccc(-c2cc(C(=O)N/N=C/c3ccco3)n[nH]2)s1	3%	-25	-1%	-28%	-26%	-7%
Cc1ccccc1OCC(=O)Nc1ccc2nc(SCC(=O)N(C)c3ccccc3)sc2c1	.	-8	.	2%	.	16%
Cc1ccc(NNC(=O)Nc2ccc(Cl)cc2)nn1	14%	42	?	-2%	-31%	-8%
NS(=O)(=O)c1ccc(CCNC(=O)COC(=O)CCc2c[nH]c3ccccc23)cc1	21%	-32	.	.	-1%	.
O=S(=O)(NCc1c(Cl)cccc1Oc1ccccc1)c1ccc(F)cc1	2%	-10	-3%	13%	-30%	-7%
CCc1ccc(OCC(=O)Nc2ccc3c(c2)c2ccccc2n3CC)cc1	.	8	.	9%	.	32%[activator]
COC(=O)c1c(NC(=O)/C=C/c2ccco2)sc2c1CCC2	-11%	-1	-1%	?	-40%	-10%
CCc1ccccc1NC(=O)NC1CCCCC1	15%	-16	34%	17%	0%	5%
CCN(CC)C(=O)Cn1cc(C(=O)C(=O)N2CCN(c3ccccc3)CC2)c2ccccc21	-23%	16	.	-14%	158%[activator]	-1%
CC(C)=CCN1CCN(Cc2cccc3nccnc23)CC1CCO (configuration not stated)	5%	-39	1%	1%	-17%	8%
CCOc1ccc(C2C(C#N)=C(N)Oc3nc[nH]c(=O)c32)cc1 (configuration not stated)	7%	20	-3%	-6%	-8%	-5%
Cc1sc2ncn(CCC(=O)O)c(=O)c2c1C	6%	4	9%	2%	-19%	2%
Cc1ccc2nc(NC(=O)c3ccc4ncsc4c3)sc2c1	-20%	14	9%	7%	-20%	?
CC(C)c1ccc(C(=O)N2CCN(c3cnn(C)c(=O)c3Cl)CC2)cc1	?	-40	1%	1%	54%	3%
COc1ccc(-n2c(=S)[nH]c3cc(C(=O)N4CCN(c5ccccc5)CC4)ccc3c2=O)c(OC)c1	2%	-11	4%	-24%	-3%	3%
CCc1ccc(/C=C/C(=O)C2C(=O)c3ccccc3C2=O)cc1	?	15	0%	-25%	-53%	2%
COc1ccc(C(CC(=O)c2ccc(O)cc2)S(=O)(=O)c2ccc(C)cc2)cc1 (configuration not stated)	12%	31	-2%	-14%	-46%	5%
CC(C)C(NC(=O)c1ccc(Cl)cc1)C(=O)NC1=NCCS1 (configuration not stated)	-17%	9	0%	23%	-3%	-5%
CC(=O)N1CCCC1c1nc2ccccc2n1Cc1ccccc1Cl (configuration not stated)	.	2	.	-5%	.	-1%
COc1ccc2cc3c(N)nn(C(=O)c4ccc(Cl)c([N+](=O)[O-])c4)c3nc2c1	-5%	-91*	0%	-14%	-4%	?
COC(=O)c1c(C)nsc1NC(=O)Oc1ccccc1	13%	?	-2%	-1%	-17%	6%
N#Cc1c(N2CCOCC2)nc(-c2ccco2)c2c1CCCC2	?	45	4%	2.8µM*	-16%	-9%
Cc1ccc(C)c(N2CCN(c3c(CN4CCCC4)c(=O)oc4ccccc34)CC2)c1	.	0	.	?	.	19%
Cc1cccc(Oc2nc3ccccn3c(=O)c2/C=C(\C#N)C(=O)NC2CCS(=O)(=O)C2)c1 (configuration not stated)	-2%	20	0%	-2%	49%	?
CCOC(=O)C(C)Oc1cccc2c(=O)n(CC(=O)Nc3ccc(OCC)cc3)ccc12 (configuration not stated)	-10%	-16	1%	-3%	-4%	?
Clc1ccccc1Nc1ncnc2c1nnn2Cc1ccccc1	-20%	28	0%	?	-24%	-14%
CCN(CC)Cc1c(O)ccc2c(=O)c(-c3ccccc3OC)coc12	21%	-1	3%	-20%	-26%	-14%
O=C(/C=C/c1ccc(OCCCF)cc1)NCc1ccc(Cl)c(Cl)c1	-11%	-17	1%	14%	-30%	2%
Cc1cccc(N(C(=O)c2csnn2)C(C(=O)NCc2ccccc2)c2ccc(C)o2)c1 (configuration not stated)	1%	?	0%	9%	-1%	-2%
CCc1cc(=O)oc2c(C)c(OC(C)C(=O)NCC3CCC(C(=O)O)CC3)ccc12 (configuration not stated)	19%	11	-7%	7%	-4%	4%
O=C(Nc1cccc(C(F)(F)F)c1)C1CCCN1S(=O)(=O)c1cccc2nsnc12 (configuration not stated)	.	-36	.	10%	.	-14%
Cc1cc(C2C(C#N)=C(N)OC3=C2C(=O)CCC3)c(C)s1 (configuration not stated)	6%	0	-16%	-24%	-17%	-16%
Cc1ccc(-n2nc3c(=O)n(CCCC(=O)NCc4cccc(F)c4)nc(C)c3c2C)cc1	?	?	7%	4%	94%[activator]	0%
Cc1cccc(-c2noc(CNC(=O)c3ccc(C)cc3C)n2)c1	.	-12	.	-1%	.	-5%
Cc1nc2ccc(C(=O)N/N=C/c3cc([N+](=O)[O-])ccc3O)cc2[nH]1	3%	36	6%	-8%	13%	-9%
Cc1oc(-c2ccccc2Cl)nc1CSc1nncn2c1cc1occc12	.	-1	.	-16%	.	?
CCc1nnc(NC(=O)CSc2nnc3nc(C)cc(C)n23)s1	16%	10	.	1%	2%	1%
CN(C)C(=O)CSc1n[nH]c(=O)[nH]c1=O	13%	?	-16%	8%	-3%	3%
O=C(NN1C(=O)c2ccccc2NC1c1ccc([N+](=O)[O-])o1)c1ccc(Br)cc1 (configuration not stated)	?	-10	-10%	?	-41%	-15%
COc1ccc(-c2ccc(CCC(=O)O)n2Cc2ccco2)cc1	8%	5	20%	25µM*	-22%	-6%
CC(C)(C)OC(=O)N1CCC[C@H]1c1nnc(SCc2cccc(Cl)c2)o1	-9%	-10	-1%	5%	100%[activator]	-4%
Cc1ccc(OCC(=O)NNC(=O)c2ccco2)c(C)c1	10%	93	-7%	-5%	-15%	1%
COc1ccc(N2CC(C)Cn3c2nc2c3c(=O)[nH]c(=O)n2C)cc1 (configuration not stated)	?	-11	5%	3%	-11%	-11%
O=C(O)CSc1ccccn1	9%	-29	7%	0%	-16%	-12%
O=C(c1ccc(NC(=S)NCc2ccco2)cc1)N1CCCCC1	23%	-36	-3%	?	-3%	-10%
Cc1nc2c(o1)CCc1ccccc1C2O (configuration not stated)	.	18	-24%	-29%	-10%	1%
CC(=O)Nc1ccc(N2CCN(Cc3ccccc3F)CC2)cc1	32%[activator]	-7	2%	17%	-11%	-8%
Cc1c([C@@H]2C[C@H]3CN(Cc4cccc(Cl)c4)C(=O)[C@]34CCCN24)cnn1C	-13%	10	-7%	-4%	160%[activator]	1%

Next structures follow.
SMILES	HCV inhibitor	HCMV antiviral	FBPA Giardia inh	Sm TGR block	AmpC no deterg	AmpC inh detg
Cc1ccnc(NC2(C(F)(F)F)N=C3SCCN3C2=O)c1 (configuration not stated)	-13%	0	4%	-2%	-14%	7%
CC/C(Cc1ccccc1)=N/NC(=O)CCn1nnc2ccccc21	8%	-27	-2%	-11%	-36%	-1%
Cc1oc2c(CN3CCC(C)CC3)c(O)ccc2c(=O)c1-c1ccccc1	5%	-4	3%	-6%	-20%	2%
Cc1nc(-c2ccccc2)c(Cc2ccccc2O)c(=O)[nH]1	-4%	-25	2%	4%	-24%	0%
COCc1ccc(CN2CCCC(C(=O)c3sccc3C)C2)o1 (configuration not stated)	-24%	-2	-1%	-28%	4%	-5%
CCOC(=O)C1CCN(C(=O)Nc2ccc(Cl)cc2Cl)CC1	-1%	-12	0%	0%	-19%	?
CCOc1ccc(CN(Cc2ccco2)S(=O)(=O)c2ccc(-n3cnnn3)c(OC)c2)cc1	?	?	-8%	2%	27%	1%
COc1cccc(NS(=O)(=O)c2cc3c4c(c2)C(C)C(=O)N4CCC3)c1 (configuration not stated)	.	-11	.	?	.	2%
O=[N+]([O-])c1cc(C(F)(F)F)ccc1N1CCN(CCO)CC1	-6%	6	3%	1%	-2%	9%
COC(=O)c1cnn(-c2ccc(C(=O)Nc3cccc(C(C)=O)c3)cc2)c1N	.	-6	.	4%	-1%	?
O=C(CSc1ccc(-c2cccnc2)nn1)Nc1ccccc1F	15%	-4	-7%	-26%	-21%	0%
COc1ccc(CCNC(=O)c2ccccc2)cc1	-2%	-9	-1%	8%	-10%	1%
CCn1c(=O)c2c(n3c(=S)[nH]nc13)-c1ccccc1CC21CCCCC1	15%	-28	5%	-8%	-21%	6%
N/C(=N\O)c1ccc([N+](=O)[O-])s1	-7%	1	3%	-32%	-17%	-1%

Taken from the listing for reference:
SMILES	HCV inhibitor	HCMV antiviral	FBPA Giardia inh	Sm TGR block	AmpC no deterg	AmpC inh detg
Cc1ccnc(NC2(C(F)(F)F)N=C3SCCN3C2=O)c1 (configuration not stated)	-13%	0	4%	-2%	-14%	7%
CC/C(Cc1ccccc1)=N/NC(=O)CCn1nnc2ccccc21	8%	-27	-2%	-11%	-36%	-1%
